mHTT CaM bind: mHTT-calmodulin interaction abrogation. P42858. inhibition, % at 15 µM. actives 3.6% (n = 190,000). AlphaScreen His-mHTT/GST-CaM binding, luminescence;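 also: 0% = both proteins with DMSO and 100% = one protein alone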
Pf apPOL inh: Pf-apPOL DNA polymerase inhibition. AID 1794808. inhibition, % at 10 µM. Recombinant Pf-apPOL, molecular beacon fluorescence, 1.5 h. actives 0.25% (n = 210,000)
* hit, by the source's call; i = inactive; . = no result given; & = joins results of further samples. Rule as the data show it: active = inhibition above about 50%; inactive = the rest. This is a subset; count on the stated rates, not on these rows.

Results follow in this order: mHTT CaM bind	Pf apPOL inh
CC(C)n1c(COc2ccccc2)nc2ccccc21
 : -16	1
NC(=O)c1c(NC(=O)c2cc3ccccc3o2)sc2c1CCCC2
 : -5	-2
Cc1nc2ncnn2c(C)c1Cc1c(F)cccc1Cl
 : -4	27
O=C1CCNc2c(Br)cc(Br)cc2N1
 : -9	.
Cc1ncc(CO)c2cc(C(=O)Nc3ccc(F)c(F)c3)c(=N)oc12
 : 4	-5
COc1cc2oc3ccccc3[nH]c2c2c(=O)c3ccccc3c(=O)c12
 : 21	-1
O=c1c2c(n3nnnc3n1Cc1ccccc1)-c1ccccc1CC21CCCCC1
 : -2	5
Cc1noc(C2CN(C(=O)Nc3cc(Cl)ccc3C)CC23CCOCC3)n1 (stereo unspecified)
 : 1	4
Cc1ccc(S(=O)(=O)n2cnc3ccccc32)cc1C
 : -6&0	4&5
CN1C(=O)c2ccccc2C(C(=O)N2CCN(c3ccccn3)CC2)C1c1cccs1 (stereo unspecified)
 : 2	8
Cc1nc(NC(=O)c2ccc(-n3cccc3)cc2)sc1C(=O)N(C)C
 : 3	21
COc1cccc(C2=CC(c3cc(OC)c(OC)c(OC)c3)n3nnnc3N2)c1 (stereo unspecified)
 : 17	-8
Cc1ccccc1CC(=O)N1CCCC(COc2ccc(C(=O)NC(C)C)cc2)C1 (stereo unspecified)
 : -2	-5
O=C(c1ccc([N+](=O)[O-])cc1Cl)n1cnc2ccccc21
 : -1	2
Cc1ccc(-c2noc(C3CCCCN3)n2)cc1 (stereo unspecified)
 : -13	3
CC(=O)Nc1cccc(-n2nnc(SCC(=O)c3ccc(C)cc3)n2)c1
 : .	1&2
CC(=O)Nc1ccc(SCCCC(=O)N2CCC(C(N)=O)CC2)nn1
 : -10	-2
Cc1cccc(S(=O)(=O)N2CCC(c3nc(C(=O)N4CCOCC4)c(C)o3)CC2)c1
 : 2	6
COc1ccc(Cl)cc1N(CC(=O)NC1CC1)S(=O)(=O)c1ccc(C)c([N+](=O)[O-])c1
 : 5	-2
Cc1ccc(NC(=O)C2(c3cccs3)CCOCC2)cc1Cl
 : -2	5
Cc1cc(C)nc(N=C(N)Nc2ccc(Br)cc2)n1
 : 5	0
CC(=O)OC1CC(n2cc(C)c(=O)[nH]c2=O)OC1COS(=O)(=O)c1ccccc1 (stereo unspecified)
 : .	8
CCC1C(O)CC(c2ccccc2)NC1c1ccccc1 (stereo unspecified)
 : -3	1
COc1cc2c(cc1OC)C(SC)=NC1(CCCC1)C2
 : -8	3
COc1ccc(C(=O)c2nc3c(n2O)CCCC3)cc1OC
 : 9&3	-6&-5
O=S(=O)(Nc1ccc(S(=O)(=O)Nc2ccccc2)cc1)c1ccccc1
 : -3	-3
Cc1ccc(-c2nnc(N3CCOCC3)c3ccccc23)cc1S(N)(=O)=O
 : 5	-4
Cc1ccnc(NS(=O)(=O)c2ccc(NC(=O)c3ccccc3[N+](=O)[O-])cc2)n1
 : -1	-3
O=C(CCN1CCCC1)Nc1ccccc1F
 : 1	-4
CCCN(CCC)C(=O)c1cccc([N+](=O)[O-])c1C
 : 2	4
Cc1noc(C)c1C1CCCN1C(=O)c1cnn2c(C(F)F)cc(-c3ccccc3)nc12 (stereo unspecified)
 : 0	-1
Cc1ccc(C=C2Oc3cc(OS(C)(=O)=O)ccc3C2=O)o1
 : 4	-6
CCc1ccc(NC(=O)C2(C)Oc3cccnc3N(C)C2=O)cc1 (stereo unspecified)
 : -8	-1
CSc1nnc2c(n1)OC(c1ccccn1)Nc1ccc(Br)cc1-2 (stereo unspecified)
 : 22	-10
Cc1ccc(S(=O)(=O)N(C)c2ccc(N)cc2)cc1
 : 6	24
Cc1ccc(-n2nc3c(c2NC(=O)c2ccc(Br)o2)CS(=O)(=O)C3)c(C)c1
 : 7	-6
CC1CCN(Cc2nc(C(=O)NC3CCCCC3)co2)CC1
 : -3	-2
FC(F)Oc1ccc(C2C=C(c3ccccc3)Nc3nnnn32)cc1 (stereo unspecified)
 : -17	2
CC(C)c1nc2c(NC(=O)C3CC3)cccn2n1
 : -8	-4
CN1CC(c2noc(C3CC3)n2)C2(CCN(C(=O)c3cccnc3)CC2)C1 (stereo unspecified)
 : 1	-3
O=C(O)C(NS(=O)(=O)c1ccc(Br)cc1)c1ccccc1 (stereo unspecified)
 : -5	-5
CC(C)(Oc1ccc(Cl)cc1)C(=O)NC1CC(O)C(CO)C1 (stereo unspecified)
 : -9	-5
CC(c1ccccc1)N1COc2ccc3c(=O)c(-c4ccccc4)coc3c2C1 (stereo unspecified)
 : 6	-11
O=S(=O)(NCCOc1ccc(-c2cccs2)nn1)c1ccc(Cl)s1
 : -4	2
CC(C)c1ccc(-c2csc(N)n2)cc1
 : 18	-1
CC(C)Sc1ccc(-c2nnc(NC(=O)c3cccc(N(C)C)c3)o2)cc1
 : -4	-33
CCNc1cc(N2CCC(CCC(=O)N3CCN(c4cccc(C)c4)CC3)CC2)ncn1
 : 36	-2
Cc1ccc(-c2noc(C3CCN(CC(=O)Nc4c(C)cccc4C)CC3)n2)cc1
 : -7	-1
CC(=O)Nc1ccccc1Sc1ccc([N+](=O)[O-])c(Sc2ccccc2NC(C)=O)n1
 : .	-3
O=C(c1ccccc1)N1CCN(S(=O)(=O)c2ccccc2)C1c1ccccc1 (stereo unspecified)
 : 1	-2
N#Cc1ccc(C(=O)N2CCCC(COc3ccc(C(=O)N4CCOCC4)cc3)C2)cc1 (stereo unspecified)
 : -4	-6
CC(C)=CCn1c(N2CCN(C)CC2)nc2c1c(=O)[nH]c(=O)n2C
 : -6	-4
Cn1cc(CNC(=O)c2cccc([N+](=O)[O-])c2)cn1
 : -5	0
N#Cc1ccc(-c2csc(NC(=O)CCOc3ccccc3)n2)cc1
 : 8	-6
COc1ccc(CN2CCN(Cc3cccc([N+](=O)[O-])c3)CC2)cc1
 : -2	2
Cc1nn(-c2ccccc2)c(Cl)c1C(=O)Nc1cccc([N+](=O)[O-])c1
 : -3	-3
O=C(c1cnccn1)N1CCCn2nc(-c3ccc(Cl)cc3)cc2C1
 : 9	1
CC(=O)N1CCc2c([nH]c3ccccc23)C1c1cccc(C)c1 (stereo unspecified)
 : 11	2
Nc1c(C(=O)Nc2ccc([N+](=O)[O-])cc2)oc2ccccc12
 : 9	-4
Cc1ccc(NC(=O)c2ccc(F)c(S(=O)(=O)NCCc3ccccc3)c2)cc1F
 : 16	3

(continued)
SMILES,mHTT CaM bind,Pf apPOL inh
O=C(CSc1cccc2cccnc12)Nc1cc(C(=O)O)cc(C(=O)O)c1,17,-3
O=c1c2ccccc2n(Cc2cc(=O)n3ccccc3n2)c(=O)n1Cc1ccc2c(c1)OCO2,4,0
CCc1c(C2CCN(C(=O)c3ccc4c(c3)OCO4)CC2)noc1N,-3,-3
CCOc1ccccc1Nc1cc(C(=O)OC)nc2ccc(F)cc12,6,-2
COc1ccc([N+](=O)[O-])cc1NC(=O)c1c(C)nn(-c2ccccc2)c1Cl,-6,0
Cc1cccc(C(=O)N2CCN(c3ccc(C)c(Cl)c3)C(=O)C2C)c1 (stereo unspecified),5,-1
COc1ccc(CNC(=O)CN2N=C(c3ccccc3)CCC2=O)c(OC)c1,1,-7
COc1ccc(N(CC(=O)N2CCC(Cc3ccccc3)CC2)S(C)(=O)=O)cc1,23,0
CC1(C)Cc2noc(N)c2C(C)(C)N1O,-6,.
O=[N+]([O-])CC(SCCO)c1ccc(O)cc1 (stereo unspecified),9,15
COc1ccc(C(=O)N2CCC(Cc3ccccc3)CC2)cc1OC,28,2
CC1CCN(CN2CC(Cn3c4ccccc4c4ccccc43)OC2=O)CC1 (stereo unspecified),37,-4
COc1ccc(C(=O)COc2nc(-c3ccccc3)cc(C(F)(F)F)c2C#N)cc1,.,-9
Cc1cc(C)c2c(N3CCCC3)nc(C(=O)Nc3ccccc3F)nc2n1,-4,3
CN(C)C(=O)CCNC(=O)C1CC(c2ccc(F)cc2)=NO1 (stereo unspecified),4,-1
NC(=S)NN=Cc1cc2c(s1)-c1cc(Cl)ccc1OC2,.,-7
O=C(NCCc1cscn1)C1CCN(C(=O)c2ccc(F)c(F)c2)CC1,-7,-3
COc1cc(OC)c(OC)cc1C=C1Oc2cc(OCC=C(C)C)ccc2C1=O,0,-13
CC(C)c1c(O)nc(SCC(=O)O)[nH]c1=O,-4,-2
Cc1onc(-c2c(Cl)cccc2Cl)c1C1=NCCO1,.,-3
COc1ccc(C(=O)N2CCC(c3nc(C4CC4)n[nH]3)CC2)cc1F,1,4
CCc1ccccc1NC(=O)N1CC(CC)Oc2ccccc21 (stereo unspecified),-18,0
COC(=O)CCCn1cc(CN2CC(N3CCN(Cc4cccc(C)c4)CC3)CS2(=O)=O)nn1 (stereo unspecified),11,2
O=c1oc2ccccc2cc1C1=NOC(c2ccc3c(c2)OCO3)C1 (stereo unspecified),0,.
CN(C)c1ccc(-c2nc(-c3ccc(=O)n(C)c3)no2)cc1,9,5
O=C(N1CCCCC1)C1(c2ccccc2)CCOCC1,-2,6
FC(F)(F)c1cccc(-c2noc(Cc3nnc(-c4ccccc4)o3)n2)c1,-12,-4
COc1ccc(NC2=CC(c3ccc(F)cc3)N(c3ccc(OC)cc3)C2=O)cc1 (stereo unspecified),4,-2
Cn1cc2c3c(cccc31)CN(C(=O)c1ccc(F)cc1Cl)CC2,25,-4
Clc1ccc(C2Oc3ccccc3C3=C2C(c2ccccc2)n2ncnc2N3)cc1 (stereo unspecified),9,-6
Cc1ccccc1NC(=O)COc1ccc([N+](=O)[O-])cc1,-2,-5
Cc1cccc(N2CCN(Cc3cc4c(cc3[N+](=O)[O-])OCO4)CC2)c1C,23,-8
O=S(=O)(CCc1ccccc1)N1CCC(CN2CCCCCC2)CC1,-7,-5
COC(=O)c1ccc(S(=O)(=O)N2CCOCC2)o1,.,-9
Cc1c(C(=O)NCCN2CCOCC2)oc2ccc(S(=O)(=O)N3CCC(C)CC3)cc12,11,-2
Cc1ccc(C)c(NC(=O)CN2C(=O)C3CCCN3C(=O)c3ccc(F)cc32)c1 (stereo unspecified),-6,-6
O=C1c2ccccc2C(=O)c2cc(S(=O)(=O)Nc3ccccc3F)ccc21,26,-2
Cc1cccc(/C(N)=N/OC(=O)Oc2ccccc2)c1,i,-13
Cc1ccc2[nH]cc(CCN3CC(C(=O)Nc4ccc5c(c4)OCCO5)CC3=O)c2c1 (stereo unspecified),47,-2
Cc1cc(OS(C)(=O)=O)cc2c1C(=O)C(=Cc1ccncc1)O2,0,-2
COc1ccc(NC(=O)C2CN(C(=O)c3ccncc3)CC23CCCCC3)c(OC)c1 (stereo unspecified),19,3
O=C(Cc1ccccc1Cl)Nc1ccc2c(N3CCOCC3)ncnc2c1,37,-8
CCC(=O)N1CCc2cc(N3CC(C(=O)Nc4ccc5c(c4)OCCO5)CC3=O)ccc21 (stereo unspecified),4,1
C[C@@H]1[C@@H](c2ccccc2)Oc2c(Cl)cccc2S(=O)(=O)N1Cc1ccc(Cl)cc1,-5,-4
COCCNC(=O)c1cc2cc3ccc(Cl)cc3nc2o1,5,0
Cc1ccc(N2CCN(C(=O)c3ccc(Cl)cc3)C(C)C2=O)cc1Cl (stereo unspecified),2,-4
Cc1cc(/C=C2/SC(=O)N(CCOc3ccc(F)cc3)C2=O)c(C)n1-c1cccnc1,20,4
O=C(Nc1ccncc1)c1cc([N+](=O)[O-])ccc1Sc1ccccc1,.,6
Cc1ccc(NC(=O)c2cc(NC(=O)CCC(=O)O)ccc2Cl)cc1Cl,8,2
Fc1ccc(-c2csc3ncnc(NCCN4CCOCC4)c23)cc1,4,-6
Nc1ccc2c(c1)C(=O)N(CC1CCCO1)C2=O (stereo unspecified),0,2
O=C(NCC1COC2(CCCC2)O1)C(=O)NC1CCCC1 (stereo unspecified),-7,-3
COc1ccc(C2CC(C(F)(F)F)n3nc(C(=O)Nc4ccccc4Cl)cc3N2)cc1 (stereo unspecified),1,-1
O=C(Nc1cccc([N+](=O)[O-])c1)C(=O)NC1CC1,4,-3
CC(C)NC(=O)Nc1nc2c(s1)CN(C(=O)Nc1c(F)cccc1F)CC2,-9,0
N#Cc1cccc(C(=O)N2CCC(c3cc(N)on3)CC2)c1,-4,-1
Fc1cccc(CN2CCc3nc(N4CCN(c5ccccn5)CC4)ncc3C2)c1F,29,-7
O=C(NCCn1cc(SCC(=O)N2CCCCC2)c2ccccc21)c1c(F)cccc1F,17,-2
COc1cccc(C(=O)NCC2(O)CCCC2)c1,-6,-4
COc1cc(NC(=O)Cc2ccccc2)nc(OC)n1,-1,7
N#CSCCCCOc1ccc(Cl)cc1,-88,-8
Cc1nnc(-c2ccccn2)[nH]c1=O,.,-137
